# TEAD-YAP block: TEAD-YAP interaction inhibition | HEK-TIYL cells, TEAD-Gal4/YAP UAS-luciferase luminescence | inhibition, % at 9.12 µM | actives 1.4% (n = 640,000); in the data active = inhibition above about 32%;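 also: 0% = median of test compound wells and 100% = reference inhibitor wells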
# GPR151 ag: activators of human GPR151; Q8TDV0; PathHunter beta-arrestin GPR151 cells, luminescence; activation, % at 11.2 µM; actives 1% (n = 650,000); in the data active = activation above about 4.9%;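 also: 0% = median of compound wells and 100% = cells with positive control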
# Target sequence (Q8TDV0 whole entry, looked up): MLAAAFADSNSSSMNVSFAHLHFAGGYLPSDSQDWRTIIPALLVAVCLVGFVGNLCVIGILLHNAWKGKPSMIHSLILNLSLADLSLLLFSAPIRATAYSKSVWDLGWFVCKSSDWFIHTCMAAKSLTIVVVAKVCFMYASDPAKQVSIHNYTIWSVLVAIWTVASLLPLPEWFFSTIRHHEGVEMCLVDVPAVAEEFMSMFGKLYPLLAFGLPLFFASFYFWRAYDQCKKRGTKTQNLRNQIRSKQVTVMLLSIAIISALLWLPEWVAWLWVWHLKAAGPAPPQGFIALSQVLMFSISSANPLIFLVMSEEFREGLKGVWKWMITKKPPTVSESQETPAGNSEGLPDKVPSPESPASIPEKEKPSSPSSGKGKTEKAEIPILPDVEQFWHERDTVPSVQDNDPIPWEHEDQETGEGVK
# FBW7 activator: activators of human E3 ligase FBW7 | AID 1259310 | AlphaScreen FBW7–phospho-cyclin E peptide binding, activator screen | actives 0.13% (n = 650,000) | normalized activity (activation), % at 26.1 µM; in the data active = normalized activity above about 1.9%;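 also: purified mutant Fbw7 with reduced substrate affinity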
# Target sequence (Q969H0 whole entry, looked up): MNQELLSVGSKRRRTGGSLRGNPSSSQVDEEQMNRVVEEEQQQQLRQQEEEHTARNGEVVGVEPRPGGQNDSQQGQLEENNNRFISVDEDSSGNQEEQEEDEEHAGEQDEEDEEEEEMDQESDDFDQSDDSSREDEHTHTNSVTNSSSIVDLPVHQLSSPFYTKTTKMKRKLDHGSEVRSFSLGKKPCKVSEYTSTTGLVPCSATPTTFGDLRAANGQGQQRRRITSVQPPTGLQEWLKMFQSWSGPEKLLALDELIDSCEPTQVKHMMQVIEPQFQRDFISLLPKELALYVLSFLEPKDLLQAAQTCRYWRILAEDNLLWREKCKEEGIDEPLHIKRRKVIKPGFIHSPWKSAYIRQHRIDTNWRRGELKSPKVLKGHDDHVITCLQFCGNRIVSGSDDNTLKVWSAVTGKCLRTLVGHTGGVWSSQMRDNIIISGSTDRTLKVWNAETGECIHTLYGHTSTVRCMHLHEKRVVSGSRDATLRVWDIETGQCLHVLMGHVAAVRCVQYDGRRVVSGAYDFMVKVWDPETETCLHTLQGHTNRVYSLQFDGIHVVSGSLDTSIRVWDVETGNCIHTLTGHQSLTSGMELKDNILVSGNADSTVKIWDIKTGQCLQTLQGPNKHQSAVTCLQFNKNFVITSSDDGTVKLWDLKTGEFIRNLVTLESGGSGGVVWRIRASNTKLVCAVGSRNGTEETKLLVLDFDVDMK
# MITF inh: blocks human microphthalmia-associated transcription factor. AlphaScreen MITF homodimerization, bead proximity signal. inhibition, % at 2.6 µM. actives 0.91% (n = 650,000). AID 1259374; in the data active = inhibition above about 50%;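 also: 0% = vehicle wells with protein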
# * = called active by the depositor; & = joins results of further samples.
SMILES,TEAD-YAP block,GPR151 ag,FBW7 activator,MITF inh
COc1cc(C2C3=C(CCCC3=O)N(c3cc([N+](=O)[O-])ccc3C)C(=N)/C2=C(/O)c2ccccc2)cc(OC)c1OC (stereo not given),-2,-1.5,0.3,23
O=C1Nc2cc(C(=O)N3CCN(Cc4ccc5c(c4)OCO5)CC3)ccc2NC1CS(=O)(=O)Cc1ccc(F)cc1Cl (stereo not given),15,1.6,-0.1,6
CCCC(=O)Nc1cccc(C(=O)Nc2ccccc2C(=O)O)c1,-4,-1.4,-0.4,1
COc1ccc(C(=O)/C=C/Nc2ccc(Cl)cc2[N+](=O)[O-])cc1,3,-0.7,0.0,24
CCN(CC)N=Nc1ccc(S(=O)(=O)Nc2nc(C)cc(C)n2)cc1,-10&4,0.3&1.7,0.2&0.1,-21&11
CCN(CC)C(=O)[C@@H]1C[C@@H](NC2CCN(C)CC2)CN1Cc1ccccc1Cl,5,1.1,0.8,7
CCOC(=O)c1cc(-c2cccs2)nn1CCC#N,1,0.7,0.0,13
Cc1cc(Br)cc(C)c1OCC(=O)NCc1ccco1,3,-0.4,1.2,22
CCN(CC)c1nc(C)nc2sc(C(=O)NC3CCCCC3)c(C)c12,-12,0.3,0.1,-3
CCOc1cccc2c1OC1(C)C(C(=O)Nc3ccc(Cl)cc3)C2NC(=S)N1c1ccc(Br)cc1 (stereo not given),2,-0.4,0.2,0
C=CCN1C(=O)/C(=C/c2ccco2)S/C1=N/S(=O)(=O)c1cccs1,-17,2.4,0.0,1
COc1ccc2cc(C#N)c(SC)nc2c1,34*,0.7,-0.4,9
CCOC(=O)C1C(C)=CC(=O)CC1C(C)C (stereo not given),-20,0.4,0.3,7
COC(=O)c1cc(-c2ccccc2OC)no1,11,-0.7,0.1,15
Nc1ncc(-c2cc3ccccc3oc2=O)s1,-22,-7.5,0.1,-5
O=C(C1c2ccccc2Sc2ccccc21)N1CCCC1,1,0.5,0.0,-1
Cc1cccc(N/N=C/c2ccc(C#N)cc2)c1,3,-0.6,0.0,13
CN(C)c1ccc(NC(=O)c2cccc([N+](=O)[O-])c2)c2ccccc12,3,1.0,-0.1,15
CCN(CC)CC(=O)Nc1c2c(nc3ccccc13)CCCC2,-1,-0.4,0.0,44
O=C(Nc1ccccc1F)c1cc(-c2ccccn2)nc2ccccc12,12,0.4,0.3,12
CCn1cc(SCC(=O)NCC2CCCO2)c2ccccc21 (stereo not given),-1,1.8,0.0,-35
COc1ccc(C(=O)c2ccc(N3CCN(C4CC(=O)NC4=O)CC3)cc2)cc1F (stereo not given),0,2.4,-0.2,-2
C=CCN1C(=O)N(c2cccc(C)c2)C(=O)C1CC(=O)Nc1ccc(OCCC)cc1 (stereo not given),8,-0.2,0.0,0
COC(=O)C1=C(C(=O)OC)SC(=C2C(=S)C(C)(C)N(C(=O)CCC3CCCCC3)c3cc(C)ccc32)S1,-1,-1.2,0.0,7
COc1cc(OC)c(C2C(C#N)=C(N)Oc3n[nH]c(-c4ccc([N+](=O)[O-])cc4)c32)cc1OC (stereo not given),4,-0.7,-0.5,1
Cc1ccc2c(c1)C(=O)CC1(CCN(C(=O)C3CCCC3)CC1)O2,-1,0.3,-0.1,3
O=S(=O)(NCC(c1cccnc1)N1CCN(c2ccc(F)cc2)CC1)c1ccc(Cl)cc1 (stereo not given),5,-0.4,0.0,-2
CCc1nnc2c3c(-c4ccccc4)c(C)sc3ncn12,-6,0.2,0.0,-2
CCOC(=O)Cn1cnc2c(nnn2-c2ccc(C)cc2)c1=O,8,0.8,0.0,-5
CCOc1ccc(-c2cn3c(CC(=O)NC(C)(C)C)csc3n2)cc1,-26,3.8,0.5,-4
CCOC(=O)C(Cl)Cc1cccc([N+](=O)[O-])c1 (stereo not given),12,0.5,0.1,11
O=C(COC(=O)c1cc(=O)c2ccccc2o1)Nc1ccccc1Cl,4,-1.5,-0.1,-2
Cc1ccc(C)c(C(=O)COC(=O)C(C(C)C)N2C(=O)C3C4CCC(C4)C3C2=O)c1 (stereo not given),1,2.2,0.5,7
Cc1ccc(NS(=O)(=O)C2CCS(=O)(=O)C2)cc1 (stereo not given),-10,0.2,0.9,22
CC1Cc2ccccc2N1CC(=O)Nc1ccc(C#N)cc1 (stereo not given),18,-0.2,-0.1,3
Cn1sc2cc([N+](=O)[O-])ccc2c1=O,17,0.7,0.3,4
C#CCN(C(=O)CC1C(=O)NCCN1CCc1ccccc1)C1CCCCC1 (stereo not given),0,0.2,0.0,5
Cc1ccccc1N1C(=O)C2CC(Br)C(Br)CC2C1=O (stereo not given),6,-0.5,0.2,-5
CCOc1cc(/C=C(\C#N)C(=O)c2ccccc2)ccc1O,17,0.9,0.0,9
CCOCCCN1C(=O)CN(C2CCCCC2)C(=O)C1c1ccc(OC)c(OC)c1 (stereo not given),-10,0.4,-0.1,2
CCSCCNC(=O)c1cc(-n2cnnc2)ccc1Cl,2,-1.2,1.0,8
COC(=O)c1sccc1N/N=C/c1ccc(C)o1,-46,-3.3,-0.1,-8
COC(=O)c1ccccc1NC(=O)COc1cc(C)ccc1C,1,-0.1,-0.1,-10
COc1ccc(C(=O)n2ncc(C#N)c2N)cc1,5,0.4,0.0,8
CC1CN(c2ccc([N+](=O)[O-])cc2)CCN1C(=O)c1ccc(Br)cc1 (stereo not given),11,1.1,0.0,12
Cc1ccc(-c2ccc(=O)n(CCC(=O)NC(C)C)n2)cc1,1,-0.6,-0.1,-2
Cc1cc(Cl)cc(C)c1OCCCCNCCO,-8,0.5,0.2,43
CCN(CC)c1nc(NCCOc2ccccc2)nc(Nc2cc(OC)c(OC)c(OC)c2)n1,-3,-0.2,0.2,15
COc1ccc(NC(=O)CSc2nc3ccccc3c3nc(C)nn23)c(OC)c1,19,-0.5,-0.1,3
COc1ccccc1C1CC(=O)N2CN(Cc3ccco3)CSC2=C1C#N (stereo not given),10,0.1,-0.3,10
O=C(NCCc1csc(-c2ccc(F)cc2)n1)C(=O)Nc1ccccc1F,-13,1.3,-0.2,-1
Cc1cc(NC(=O)c2ccc3c(c2)OCCO3)ccc1NC(=O)c1ccco1,-16,-3.7,0.0,-3
Cc1cc(C)cc(NC(=O)CN(C)S(=O)(=O)c2cc(Br)cnc2N)c1,-15,0.3,0.0,6
CCOCCCNC(=O)CC[C@H]1CN(Cc2cccc(Cl)c2)CC[C@H]1N1CCCC1,-5,1.3,0.0,2
Cc1ccc(NC(=O)NCc2noc3ccccc23)c(Cl)c1,-11,-0.5,0.0,-1
COc1ccc(C2C3=C(Nc4c2c(=O)n(C)c(=O)n4C)c2ccccc2C3=O)cc1 (stereo not given),8,0.6,1.1,7
CN(C)CCCn1c(-c2ccc([N+](=O)[O-])cc2)csc1=Nc1ccccc1,3,-1.6,-0.2,18
COc1ccc(Cl)cc1NC(=O)c1cc(S(=O)(=O)NC2CCCCC2C)ccc1F (stereo not given),-11,-2.9,0.5,-5
COc1ccc2c(c1)CC(C(=O)Nc1ccc(-c3ccncc3)cc1OCCN1CCCC1=O)CO2 (stereo not given),1,-2.2,0.0,17
C/C(=N\NC(=O)C(F)(F)F)c1ccc(Cl)s1,-8,0.5,-0.1,12

# Part of the list above, bar-delimited:
structure | TEAD-YAP block | GPR151 ag | FBW7 activator | MITF inh
CCOCCCNC(=O)CC[C@H]1CN(Cc2cccc(Cl)c2)CC[C@H]1N1CCCC1 | -5 | 1.3 | 0.0 | 2
COc1ccc2c(c1)CC(C(=O)Nc1ccc(-c3ccncc3)cc1OCCN1CCCC1=O)CO2 (stereo not given) | 1 | -2.2 | 0.0 | 17
C/C(=N\NC(=O)C(F)(F)F)c1ccc(Cl)s1 | -8 | 0.5 | -0.1 | 12
COc1ccc(Cl)cc1NC(=O)c1cc(S(=O)(=O)NC2CCCCC2C)ccc1F (stereo not given) | -11 | -2.9 | 0.5 | -5
Cc1cc(NC(=O)c2ccc3c(c2)OCCO3)ccc1NC(=O)c1ccco1 | -16 | -3.7 | 0.0 | -3
Cc1ccc(NC(=O)NCc2noc3ccccc23)c(Cl)c1 | -11 | -0.5 | 0.0 | -1
CN(C)CCCn1c(-c2ccc([N+](=O)[O-])cc2)csc1=Nc1ccccc1 | 3 | -1.6 | -0.2 | 18

# More compounds.
SMILES,TEAD-YAP block,GPR151 ag,FBW7 activator,MITF inh
CCOC(=O)C1CCCN(c2c(NCCN3CCCCC3CC)c(=O)c2=O)C1 (stereo not given),1,0.0,0.0,7
Cc1nnc(SCCCn2c(N3CCCC3)nc3c2c(=O)[nH]c(=O)n3C)s1,8,-1.0,-0.1,10
O=C(Nc1ccccc1)c1ccc(NC(=O)c2cccs2)cc1,-25,-0.7,0.0,0
C=CCOc1ccc(CNC(C)(C)CO)cc1,-1,-1.7,0.2,16
CC(=O)c1ccc(C(=O)NCC2CCC3(CCN(CC=C(C)C)CC3)O2)cc1 (stereo not given),11,0.2,-0.1,5
COc1ccc(C2=NOC(C(=O)N3CCOCC3)C2)cc1 (stereo not given),-41,-3.2,0.1,13
COCCNc1nc2c(c(=O)n(C)c(=O)n2C)n1Cc1ccc(F)cc1,19,-0.3,-0.1,8
CC(C)c1ccc(NC(=O)C(=O)NCc2ccccc2Cl)cc1,6,1.0,0.2,3
Cc1ccc(C(=O)OCc2cn3ccccc3n2)cc1,-4,-1.0,0.0,51*
Cn1nnnc1SCC(=O)c1ccc(C2CCCCC2)cc1,-36,-1.8,0.0,-6
O=C1CCC(=O)N1C(=O)c1ccccc1,-3,1.0,0.0,3
CC(=O)c1ccc(S(=O)(=O)NCc2nc(-c3cccnc3)n[nH]2)cc1,-17,-0.7,0.2,7
O=C(Cc1ccc([N+](=O)[O-])cc1)N1CCN(c2ccccn2)CC1,-7,-0.6,1.3,18
COc1ccc2nc(-c3ccc(C)c(NS(=O)(=O)c4ccc5ccccc5c4)c3)cn2n1,-32,-1.1,0.5,7
COC(=O)c1ccc(/C=C2\Oc3c(ccc(O)c3CN3CCN(CCO)CC3)C2=O)cc1,-2,-0.9,0.0,10
O=C1C=CC(=CC=C2C=CN(O)C=C2)C=C1,8,-2.3,0.7,-8
CCNC(=O)NC(=O)CSc1n[nH]c(COc2ccc(C)cc2)n1,1,1.4,-0.1,6
CC(=O)Nc1cccc(Oc2ccc(-c3noc(C)n3)cc2)c1,-45,-1.0,-0.1,-12
Cc1nn(C)cc1C(=O)Nc1ccc(Cl)cc1,-20,-5.0,-0.1,-1
CCOc1ccccc1-n1c(=S)sc2c(=O)n(-c3ccccc3)c(SCC(=O)C(C)(C)C)nc21,-9,2.1,-0.1,2
CCOC(=O)Nc1c(C(=O)OCC)[nH]c2ccc(OC)cc12,-6,-2.6,0.2,1
CCOc1ccc(NC(=O)CN2CCN(CC(=O)Nc3ccc(Oc4ccccc4)cc3)CC2)cc1,22,0.0,0.0,-6
CC(CC(=O)NC1CCCCC1)CC1=NS(=O)(=O)c2ccccc2N1 (stereo not given),-1,1.6,-0.1,-3
O=C(Cc1ccccc1[N+](=O)[O-])Nc1ccc2c(c1)OCCO2,-16,-1.5,-0.1,6
COc1cccc(C2C3=C(CCCC3=O)Nc3ncnn32)c1 (stereo not given),3,0.0,-0.1,-19
CN(CCc1ccccc1)C1CCCN(C(=O)CCc2ccco2)C1 (stereo not given),-8,-2.5,-0.2,-10
O=[N+]([O-])c1c(Nc2cccc(C(F)(F)F)c2)ccc2nonc12,7,-0.8,1.1,7
CCOC(=O)/C(=N\Nc1ccccc1Cl)N(C)C1CCN(C)CC1,1,-0.6,-0.2,-2
O=C1/C(=C/c2cccnc2)CS/C1=C\c1cccnc1,-11,-1.5,0.5,-11
CC(=O)Oc1ccc2nc(-c3cccc(Br)c3)oc(=O)c2c1,11,-4.6,-0.3,11
COc1cc(Nc2nc3ccccc3n3cnnc23)cc(OC)c1OC,-4,-1.0,-0.2,-4
O=C(Nc1ccc(-c2ccco2)cc1)C1CCCN(C(=O)c2ccoc2)C1 (stereo not given),2,0.7,-0.1,13
COC(=O)C1=C(C)NC(=S)NC1c1ccccc1OCC(=O)N1CCCCC1 (stereo not given),-2,-0.9,-0.1,-4
CCOC(=O)C1CCC(CN(Cc2ccc(Cl)cc2)S(=O)(=O)c2ccc(C3CCCCC3)cc2)CC1 (stereo not given),-1,0.9,0.0,1
Cc1occc1-c1nn(CC(=O)N2CC(C)CC(C)C2)c(=O)o1 (stereo not given),-2,-0.5,0.0,12
COc1cccc(-c2csc(N3CCN(C(=O)c4cccc(F)c4)CC3)n2)c1,-1,0.2,0.1,3
C=CCOC(=O)C1C(=O)CC(C)(O)C(C(=O)OCC=C)C1c1cccc(OC)c1 (stereo not given),-9,-0.7,0.0,6
O=C(C1CCN(c2nc3nonc3nc2N2CCCCC2)CC1)N1CCOCC1,0,0.9,0.4,24
CCOc1ccc(/C(O)=C2\C(=O)C(=O)N(c3nc(C)c(C(=O)OC)s3)C2c2ccccc2F)cc1C (stereo not given),-44,-0.9,0.0,-11

# Exported with each value named: part of the list above.
> O=C(Nc1ccc(-c2ccco2)cc1)C1CCCN(C(=O)c2ccoc2)C1 (stereo not given)
  TEAD-YAP block: 2	GPR151 ag: 0.7	FBW7 activator: -0.1	MITF inh: 13
> CN(CCc1ccccc1)C1CCCN(C(=O)CCc2ccco2)C1 (stereo not given)
  TEAD-YAP block: -8	GPR151 ag: -2.5	FBW7 activator: -0.2	MITF inh: -10
> COc1cccc(-c2csc(N3CCN(C(=O)c4cccc(F)c4)CC3)n2)c1
  TEAD-YAP block: -1	GPR151 ag: 0.2	FBW7 activator: 0.1	MITF inh: 3
> COc1cc(Nc2nc3ccccc3n3cnnc23)cc(OC)c1OC
  TEAD-YAP block: -4	GPR151 ag: -1.0	FBW7 activator: -0.2	MITF inh: -4

# Screening data as filed in PubChem BioAssay.

# Rows are unselected; any-hit rate near 3.4%.
